M1 PAM – potentiates human M1 receptor response to acetylcholine; CHO-K1 hM1, Fluo-8 calcium fluorescence, ACh EC20; 0% = ACh EC20, 100% = maximal ACh; activation, % at 3 µM; P11229; 360,000 compounds, 0.088% hits; AID 588819; in the data active = activation above about 19%, passing the limit was not always enough
Target sequence (P11229 whole entry, looked up): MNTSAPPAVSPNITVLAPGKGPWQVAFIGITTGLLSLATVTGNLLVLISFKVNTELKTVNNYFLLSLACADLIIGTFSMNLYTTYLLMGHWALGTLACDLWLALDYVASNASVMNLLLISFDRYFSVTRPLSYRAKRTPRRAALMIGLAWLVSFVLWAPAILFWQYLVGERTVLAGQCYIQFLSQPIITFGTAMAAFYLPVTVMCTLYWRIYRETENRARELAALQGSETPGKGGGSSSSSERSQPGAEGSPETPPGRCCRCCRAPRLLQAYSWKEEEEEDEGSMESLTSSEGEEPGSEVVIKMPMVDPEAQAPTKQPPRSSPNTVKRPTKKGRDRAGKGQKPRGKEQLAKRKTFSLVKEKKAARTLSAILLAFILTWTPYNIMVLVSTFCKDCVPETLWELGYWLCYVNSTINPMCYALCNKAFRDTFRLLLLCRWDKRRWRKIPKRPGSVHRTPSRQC
TAAR1 ag – agonists of human TAAR1. Q96RJ0. CHO RD-HGA16 TAAR1, Fluo-8 calcium fluorescence; vehicle wells 0%, saturating PEA agonist 100%. activation, % at 3 µM. 360,000 compounds, 0.99% hits. AID 624467;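 active = activation above the mean activation of all test compounds in the run plus 3 SD, cut at about 38% in these data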
Target sequence (Q96RJ0 whole entry, looked up): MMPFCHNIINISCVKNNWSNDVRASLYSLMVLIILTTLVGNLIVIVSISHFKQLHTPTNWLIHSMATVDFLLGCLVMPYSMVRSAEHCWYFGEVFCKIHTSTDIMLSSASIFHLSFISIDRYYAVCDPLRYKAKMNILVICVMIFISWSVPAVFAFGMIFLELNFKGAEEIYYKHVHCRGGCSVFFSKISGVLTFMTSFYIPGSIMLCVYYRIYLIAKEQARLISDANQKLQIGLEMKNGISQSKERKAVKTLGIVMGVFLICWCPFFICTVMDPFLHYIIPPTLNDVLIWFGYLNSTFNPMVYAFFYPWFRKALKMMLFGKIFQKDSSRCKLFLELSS
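System: CHO-derived RD-HGA16 cells with stable Gα16 and human TAAR1 / Times: 17-24 h plating, Fluo-8 75 min 37 °C, 30 min RT / Technique: calcium-sensitive Fluo-8 signal, excitation 470-495, emission 515-575 nm / Measure: % activation relative to PEA EC100 response / Benchmarks: DMSO and PEA EC100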
M1 ag – agonists of human M1 muscarinic receptor. P11229. CHO-K1 hM1, Fluo-8 calcium fluorescence, agonist mode; 0% DMSO, 100% acetylcholine EC100. activation, % at 3 µM. 360,000 compounds, 0.33% hits. AID 588814;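 active = activation above the run's mean compound activation plus 3 SD, cut at about 16% in these data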;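 note: peak over basal fluorescence ratio within a 140 s kinetic read after compound addition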
CHO-K1 Ca PAM – counter-screen for M1 PAMs: effect in parental CHO-K1 cells; ATP EC20, Fluo-8 calcium fluorescence; 0% at ATP EC20, 100% at ATP max; activation, % at 3 µM; 360,000 compounds, 0.02% hits; AID 602247;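 active = activation above the run cutoff, the mean activation of all test compounds plus 3 SD, cut at about 40% in these data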;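 note: peak over basal fluorescence ratio in a 140 s read after ATP addition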
CHO parental Ca – signal in parental CHO cells, OX1R antagonist counter-screen | 330,000 compounds, 0.63% hits | inhibition, % at 5.6 µM | parental CHO-K1, ATP-induced calcium, Fluo-8 fluorescence;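 active = inhibition above that plate's mean sample inhibition plus 3 SD, cut at about 26% in these data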;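 note: 0% = ATP-challenged DMSO wells and 100% = DMSO wells without ATP; some compounds past the cut are filed as inactive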
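test system = CHO parental line | reagent = ATP stimulus | measured by = intracellular calcium via Fluo-8 no-wash fluorescent dye | control set = ATP and no-ATP DMSO wells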
CHO-K1 Ca antag – nonselective inhibitor or artifact in parental CHO-K1 cells; ATP-induced calcium, Fluo-8 fluorescence; inhibition, % at 3 µM; 360,000 compounds, 0.6% hits; AID 602250;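 active = inhibition above a per-plate cutoff, the plate's mean sample inhibition plus 3 SD, cut at about 24% in these data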;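 note: 0% = DMSO plus EC80 ATP and 100% = DMSO alone without ATP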
M1 ag parental – M1 agonist counterscreen hit in parental CHO-K1 cells. Fluo-8 calcium fluorescence; scaled to maximal ATP response, vehicle zero. activation, % at 3 µM. 360,000 compounds, 0.48% hits. AID 602248; in the data active = activation above about 15%;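 note: untransfected CHO-K1 host cells lacking M1 receptor as counterscreen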
TAAR1 antag – antagonists of human TAAR1; Q96RJ0; CHO RD-HGA16 TAAR1, Fluo-8 calcium fluorescence, antagonist; inhibition, % at 3 µM; 360,000 compounds, 1.5% hits; AID 624466;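 active = inhibition above a per-plate cutoff, the mean inhibition of test compounds on that plate plus 3 SD, cut at about 49% in these data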;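 note: 0% = DMSO plus EC80 beta-PEA response and 100% = DMSO alone without agonist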
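System: RD-HGA16 CHO cells with stable hTAAR1 and Gα16 | Probe or stimulus: EC80 β-phenethylamine stimulus | Dosing: 3 µM, single point | Times: Dye loading 75 min at 37 °C, then 30 min room temperature | Measured by: Fluo-8 calcium-sensitive fluorescence | Read-out basis: % inhibition of agonist calcium response | Replicates: n of 1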
M1 antag – antagonists of human M1 muscarinic receptor. 360,000 compounds, 1.3% hits. AID 588852. inhibition, % at 3 µM. CHO-K1 hM1, Fluo-8 calcium fluorescence, ACh EC80 antagonist;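 active = percent inhibition above its own plate's cutoff, namely the mean of that plate's compound wells plus 3 SD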;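 note: peak over basal fluorescence ratio during 140 s after agonist addition; 0% = ACh EC80 plus DMSO and 100% = DMSO alone without agonist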
* hit, by the source's call; x = not tested or not shown.

Values in the order – M1 ag parental	CHO parental Ca	M1 PAM	TAAR1 antag	CHO-K1 Ca antag	M1 ag	CHO-K1 Ca PAM	M1 antag	TAAR1 ag
- COc1ccc(CCNS(=O)(=O)c2cccc(C)c2)cc1OC
 : 2.1	-25	6	9	-10	-3	23	-5	16
- CC1(CCl)N([O-])C2=C(CCCC2)[N+]1=O (stereo not given)
 : 0.2	-16	0	-6	-12	-1	5	-2	1
- CC(C)(C)C1CCC(=NNC(=O)C2COc3ccccc3O2)CC1 (stereo not given)
 : 1.2	7	3	17	-7	-1	7	-3	1
- Cc1ccc(-c2cc(C(=O)N/N=C/c3c[nH]c4ccccc34)[nH]n2)cc1
 : 6.2	x	6	36	-4	-5	22	-1	5
- O=c1ccc2cc(S(=O)(=O)N3CCN(c4ccc(Cl)cc4)CC3)ccc2o1
 : 0.1	-1	12	3	8	-1	9	-14	1
- CCOC(=O)C1CCN(C(=O)c2cc(CN3C(=O)c4ccccc4C3=O)ccc2OCC)CC1
 : 0.1	-15	3	-21	9	-1	-1	-2	3
- Cc1cc(C)c(C#N)c(SCC(O)CS(=O)(=O)Cc2ccccc2)n1 (stereo not given)
 : 1.9	-13	8	12	-16	3	4	-5	14
- Cc1ccccc1NC(=O)Cc1nc(COC(=O)Cc2ccccc2F)cs1
 : 0.7	-18	6	-17	-8	-3	9	-3	0
- CCOC(=O)C1=CN(Cc2cccc(F)c2)S(=O)(=O)NC1c1ccc(Br)cc1F (stereo not given)
 : 1.4	-6	-4	38	-14	-7	17	3	2
- Cc1noc(C)c1CSc1nnc(-c2ccccc2)n1Cc1ccco1
 : -0.1	-28	5	-5	2	-2	14	-8	5
- COc1ccc(-c2noc(CSc3nc4ccccc4c(=O)n3-c3ccccc3)n2)cc1
 : 1.0	-9	0	17	-13	-6	7	-6	8
- CCCc1nn(C)c(C(=O)Nc2ccc(Cl)cc2)c1Cl
 : 0.2	-26	-6	-7	-2	-12	13	0	2
- CCC1CCCCN1C(=O)CCCc1ccccc1 (stereo not given)
 : -0.4	-4	14	-5	1	-2	-5	-11	-1
- COc1ccc(C(=O)NNC(=O)c2ccc(C(C)(C)C)cc2)cc1
 : 4.0	2	6	9	10	-8	7	-2	5
- NS(=O)(=O)c1cccc(NC(=O)CSc2nnc(-c3ccccc3)o2)c1
 : 0.6	-6	11	-1	-20	3	1	-13	0
- COc1ccc(NC(=O)CSc2nc(N3CCCCC3)nc(N3CCCCC3)n2)cc1
 : 0.3	-12	17	6	-23	0	16	-13	2
- COc1cc(C(Nc2ccccn2)c2c(NC(=O)c3ccco3)sc(C)c2C)cc(OC)c1OC (stereo not given)
 : 0.2	-12	5	0	0	-10	-7	-2	4
- O=C(CSc1nnc(-c2cccc(F)c2)o1)N1CCCC1
 : 1.1	-5	6	-1	-16	-1	7	-2	4
- Nc1ccc(C(=O)Nc2nc3ccccc3s2)cc1
 : 1.3	8	-1	16	-1	-1	10	1	10
- O=C(c1cccc(F)c1)N1CCN(C(=O)c2nn3cccnc3c2Cl)CC1
 : 0.5	-5	2	16	-6	-3	2	-22	11
- O=C(Cc1ccccc1[N+](=O)[O-])Nc1ccccc1C(=O)N1CCCC1
 : 0.3	-28	14	-6	-11	-10	23	-8	0
- O=C1c2ccc(-c3ccc(F)cc3OCc3ccccc3)cc2S(=O)(=O)c2cccc(C(=O)N3CCN(c4ncc(Cl)cc4Cl)CC3)c21
 : -0.6	-10	2	16	-7	-8	1	3	-1
- COC(=O)c1ccc(OS(=O)(=O)c2ccc(NC(C)=O)cc2)cc1
 : 4.5	-3	-11	38	24*	0	-14	14	6
- COc1ccc(-c2c(NC(=O)c3ccco3)n(-c3ccccc3)nc(C)c2=O)cc1
 : 1.2	-8	-2	4	-12	-1	0	7	0
- CC1Sc2ccc(C(=O)NCc3ccccn3)cc2NC1=O (stereo not given)
 : 3.2	-8	11	16	-12	-4	15	-5	1
- Cc1cc(C)cc(N(CC(=O)N2CCn3c2nc2ccccc23)S(=O)(=O)c2c(C)noc2C)c1
 : 0.9	-3	8	-15	10	0	11	-5	0
- CCN1CCc2nc3sc(C(=O)Nc4cccnc4Cl)c(N)c3cc2C1
 : -0.1	-7	-13	-11	17	-6	-12	16	0
- Cc1ccc(-n2c(=O)[nH]c3c(C(N)=O)nc(CC(C)C)nc32)cc1
 : -0.2	-3	2	-10	11	-3	-6	6	7
- CCS(=O)(=O)c1nc(S(=O)(=O)c2ccc(Cl)cc2)c(N2CCOCC2)s1
 : 0.0	-12	-3	18	-4	-4	-16	3	2
- Nc1nc(Cl)cc(N2CCCC2)n1
 : 0.0	-2	2	-15	-13	-1	6	5	3

Values in the order – M1 ag parental	CHO parental Ca	M1 PAM	TAAR1 antag	CHO-K1 Ca antag	M1 ag	CHO-K1 Ca PAM	M1 antag	TAAR1 ag
- COc1ccc(C(=O)N/N=C/c2cc(Br)ccc2O)cc1OC
 : 2.6	-19	4	-15	-17	-2	20	-9	7
- O=C(CCCC(=O)N(CC(=O)NC1CCCCC1)Cc1ccccc1)Nc1ccccn1
 : 0.2	-17	6	-13	-12	-5	19	-4	1
- C(=N\Nc1nc2ccccc2[nH]1)/c1ccncc1
 : 0.4	-2	9	-15	4	-12	8	-6	3
- CCCCc1cc(=O)oc2cc(C)cc(OCC(=O)N3CCC(C(=O)O)(c4ccccc4)CC3)c12
 : -0.2	-13	0	19	-2	-4	13	-5	1
- Cc1c(Cl)c([N+](=O)[O-])nn1Cc1ccc(C(=O)N/N=C\c2cc(Cl)ccc2O)o1
 : 20*	-1	-13	47	-5	-2	-1	16	15
- O=C(Cc1ccc(Cl)cc1)NC1CCCN(Cc2ccccc2F)C1 (stereo not given)
 : 4.9	-13	-2	-34	13	-9	1	-6	0
- N#Cc1c2n(c(=S)n(-c3ccc(OC(F)F)cc3)c1=O)CCCCC2
 : 0.0	-4	7	16	-4	-2	-10	0	20
- O=C(Nc1ccc(F)cc1)c1cccc(N2C(=O)C3C4C=CC(C5CC45)C3C2=O)c1 (stereo not given)
 : 13	-8	-7	40	-2	2	2	10	9
- CC12CCC(O)CC1=CCC1C2CCC2(C)C(c3ccn[nH]3)CCC12 (stereo not given)
 : 5.4	x	-16	41	-9	-2	14	27	19
- CCC(C(=O)Nc1ccc([N+](=O)[O-])cn1)c1ccccc1 (stereo not given)
 : 4.0	-2	-5	-8	-11	1	22	14	33
- Cc1ccc(C)c(CSc2nnc(C)c(=O)n2N)c1
 : 0.0	2	10	-7	5	-3	2	-16	4
- C#CCNC(=O)C[C@@H]1C[C@@]2(C(=O)OCC)CCCC=C2N(CCCCCCCC)C1=O
 : 0.5	x	x	-9	-2	x	6	x	-1
- Cc1cc(=O)oc2cc(OCc3ccc(C(=O)OCC(=O)Nc4ccccc4OC(F)F)cc3)ccc12
 : 0.1	-11	9	-4	-8	-4	15	-7	3
- Cc1ccc(NC(=O)CSc2nnc(C3CC3)n2CC2CCCO2)c(C)c1 (stereo not given)
 : -0.3	-24	8	-5	6	-2	-10	-4	0
- O=C(NC1CCS(=O)(=O)C1)c1ccc(Br)o1 (stereo not given)
 : 0.2	13	11	-18	-1	-4	-5	-9	0
- COc1ccc(S(=O)(=O)N2CCCCC2)cc1NC(=O)c1ccc(Cl)nc1
 : 6.5	-3	-4	27	-14	-1	-2	10	11
- CCOC(=O)N1CCC(NC(=O)c2cc3c(=O)n(C)c4ccccc4c3n2C)CC1
 : 1.9	-9	-4	8	-3	-6	3	0	5
- CC(=O)Nc1ccc(S(=O)(=O)NCc2csc(-c3cccnc3)n2)cc1
 : 0.1	-7	3	-15	14	-4	-5	1	-2
- CCOC(=O)C1(Cc2ccc(OC)cc2)CCN(C(=O)[C@@H]2CCCN2C(C)=O)CC1
 : 1.1	6	-1	-23	-14	-4	13	-17	2
- c1cc2[nH]c3ccncc3c2cn1
 : 0.1	x	2	-21	6	-3	6	-4	3
- Cc1nc2sc(C(c3ccco3)N3CCN(C(c4ccccc4)c4ccccc4)CC3)c(O)n2n1 (stereo not given)
 : 1.6	-19	-3	-9	-14	-11	25	-2	0
- Cc1nn(-c2ccccc2)c2sc(C(=O)c3c(N)n(C)c(=O)n(C)c3=O)cc12
 : 1.6	-2	7	5	-1	-1	12	-8	3
- COc1ccccc1N(CC1CO1)S(=O)(=O)c1ccc(C)cc1 (stereo not given)
 : 0.4	3	6	-6	-12	-3	-6	-4	2
- Cc1ccc(C23CC4CC(CC(C(=O)NCC(=O)O)(C4)C2)C3)cc1
 : -0.5	0	11	-12	-3	2	-9	-2	2
- COc1ccc(NC(=O)COC(=O)CN2C(=O)C3CC=CCC3C2=O)c([N+](=O)[O-])c1 (stereo not given)
 : 3.5	-8	-8	6	-6	1	-5	7	9
- COCCNC(=O)C1(C)CCN(C(=O)c2cc(C)nn2C(C)(C)C)C1 (stereo not given)
 : 0.3	x	3	-7	-10	-2	8	-13	2
- COc1cc2c(cc1OC)CN(C(=O)c1ccc3[nH]c(C)c(C)c3c1)CC2
 : 1.3	-14	5	33	3	3	1	-16	3
- Cc1ccc(CSc2nnc(-c3ccc4c(c3)OCO4)o2)cc1
 : 0.8	3	-5	7	-5	-4	4	-2	7
- O=C(C1CCCN(S(=O)(=O)c2cc(Cl)ccc2Cl)C1)N1CCCCCC1 (stereo not given)
 : 4.7	-23	2	3	-12	-2	12	-4	1
- O=C(CC1Oc2ccccc2NC1=O)NC1CCCC1 (stereo not given)
 : 0.6	8	8	-25	-1	-6	21	-10	4

Exported in markdown: entries from further up.
| canonical_smiles | M1 ag parental | CHO parental Ca | M1 PAM | TAAR1 antag | CHO-K1 Ca antag | M1 ag | CHO-K1 Ca PAM | M1 antag | TAAR1 ag |
| --- | --- | --- | --- | --- | --- | --- | --- | --- | --- |
| COc1ccc(C(=O)N/N=C/c2cc(Br)ccc2O)cc1OC | 2.6 | -19 | 4 | -15 | -17 | -2 | 20 | -9 | 7 |
| O=C(CCCC(=O)N(CC(=O)NC1CCCCC1)Cc1ccccc1)Nc1ccccn1 | 0.2 | -17 | 6 | -13 | -12 | -5 | 19 | -4 | 1 |

(list continues)
Values in the order – M1 ag parental	CHO parental Ca	M1 PAM	TAAR1 antag	CHO-K1 Ca antag	M1 ag	CHO-K1 Ca PAM	M1 antag	TAAR1 ag
- COCCn1c(SCC(=O)c2ccc3c(c2)OCCO3)nnc1C(C)C
 : 0.6	-19	6	15	-6	-2	10	-3	9
- CC(C)CC(NC(=O)C(CO)NC(=O)C1CCC(=O)N1)C(N)=O (stereo not given)
 : 0.0	-2	8	-6	1	-4	17	-9	2
- Cc1cccc2sc(NC(=O)CN3C(=O)NC4(CCCC4)C3=O)nc12
 : 1.9	-15	3	7	-8	0	4	-10	3
- C=CCOC(=O)c1[nH]c2c(c1C)C(=O)CC(c1cc(OC)c(OC)c(OC)c1)C2 (stereo not given)
 : 9.1	33*	-15	x	6	1	12	22	x
- COc1ccc(OC)c(Nc2nc(N)c([N+](=O)[O-])c(N3CCOCC3)n2)c1
 : 5.2	-13	7	29	-8	-6	7	-9	6
- CCOc1ccc(C(Nc2cccnc2)c2cc(Cl)c3cccnc3c2O)cc1 (stereo not given)
 : 4.7	5	-2	3	6	-8	17	8	0

Screens deposited in PubChem by The Scripps Research Institute Molecular Screening Center.
